Pf growth 96h – inhibits malaria parasite growth, 96 h; AID 504834; Potency, µM (top dose mostly 28.7 µM), for inactives: at the top dose activity change, negative = inhibition, hits mostly inhibitors; P. falciparum luciferase reporter growth, 96 h; actives 6.9% (n = 320,000); further: potency means the concentration at half of the fitted maximal effect; on the % scale 0 is the no-effect control and ±100 the full control effect
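Luminescence readout: decreased luciferase signal marks inhibited growth of reporter-expressing P. falciparum in infected red cells (2% hematocrit, 0.05% parasitemia final), exposed to compound two generations (96 h, 37 C, 5% CO2).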
Sm TGR inh – inhibitors of Schistosoma mansoni thioredoxin glutathione reductase; Q962Y6; purified TGR, DTNB reduction, TNB absorbance 405 nm; Potency, µM (series often up to 114 µM), for the others: top-dose activity change, negative = inhibition, hits mostly inhibitors; actives 3% (n = 360,000); further: potency means the concentration at half of the fitted maximal effect; on the % scale 0 is the no-effect control and ±100 the full control effect; nearly all actives have a fitted effect of over 60% in size
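Kinetic colorimetric format: TGR-catalysed, NADPH-driven DTNB reduction monitored via TNB absorbance. Enzyme dispensed at 20 nM; compound exposure 15 min at room temperature before reaction start.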
Pf growth 48h – P. falciparum growth inhibition at 48 hours (one generation); P. falciparum luciferase growth in erythrocytes, 48 h; Potency, µM (top dose mostly 28.7 µM), without a hit: at the top dose activity change, negative = inhibition, usual class: inhibitors; actives 5.9% (n = 310,000); AID 504832; further: potency means the concentration at half of the fitted maximal effect; on the % scale 0 is the no-effect control and ±100 the full control effect
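Read-out is firefly luciferase luminescence from an integrated reporter in P. falciparum, so falling signal marks reduced parasite growth. Infected erythrocytes were at 2% hematocrit and 0.1% parasitemia (final) in Albumax-supplemented RPMI 1640.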
Giardia FBPA inh – Giardia lamblia aldolase inhibition. Potency, µM (highest dose often 59.6 µM), inactives show at the highest dose activity, negative = inhibition, actives largely listed as inhibitors. A8B2U2. actives 0.71% (n = 290,000). purified Giardia FBPA; further: potency means the concentration at half of the fitted maximal effect; on the % scale 0 is the no-effect control and ±100 the full control effect; nearly all actives have a fitted effect of over 55% in size
Target sequence (A8B2U2 whole entry, looked up): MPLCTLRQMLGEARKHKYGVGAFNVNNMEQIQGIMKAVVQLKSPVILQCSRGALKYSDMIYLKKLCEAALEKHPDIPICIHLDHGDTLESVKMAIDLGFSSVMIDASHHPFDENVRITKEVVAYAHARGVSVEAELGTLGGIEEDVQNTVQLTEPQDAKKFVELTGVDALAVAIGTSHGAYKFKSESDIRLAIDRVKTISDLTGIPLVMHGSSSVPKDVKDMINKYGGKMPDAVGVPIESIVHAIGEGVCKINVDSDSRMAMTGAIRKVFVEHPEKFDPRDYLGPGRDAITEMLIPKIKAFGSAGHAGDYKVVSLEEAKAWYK
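40 nM FBPA preincubated 10 min at RT with compound (up to 57.5 uM final), then substrate plus GAPDH/TPI/NAD/arsenate coupling and diaphorase/resazurin added. Fluorescence read after 20 min at RT, 525/598 nm.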
Cycloheximide cs – counter-screen hit for Shiga toxin inhibitors, cycloheximide | cell reporter, cycloheximide protein synthesis inhibition counterscreen | max response, % | actives 12% (n = 300,000); in the data active means max response mostly above about 13%, no sharp cut-off; inactive means mostly below about 14%; further: read at 38.3 µM for the half of the compounds with a filed dose; 0% is about no effect
Shiga inhibitor – inhibitors of Shiga toxin in Vero cells. inhibition, % at 38.7 µM. actives 9.2% (n = 290,000). AID 2315. Vero cells, Shiga toxin protein synthesis inhibition reporter; in the data active means inhibition mostly above about 28%, no sharp cut-off; inactive means mostly below about 43%; further: 0% is about no effect
An asterisk follows results filed as active; ? = inconclusive; nt = not tested or not shown; & = joins results of further samples; [ ] = remark or other dose. Unless noted, the call rests on the fitted dose curve; in most records, active means well fitted curve in the direction sought with a large enough effect; inconclusive means small, poorly fitted or top-dose-only effect, or another doubt; inactive means no such curve, though single readings can be large; an effect the other way counts as inactive or inconclusive. Not a hit list; any-hit rate near 24%.

Structure | Pf growth 96h | Sm TGR inh | Pf growth 48h | Giardia FBPA inh | Cycloheximide cs | Shiga inhibitor
Cc1ccccc1OCC(=O)OCC(=O)Nc1cc(S(C)(=O)=O)ccc1Cl | 0% | 6% | 12% | nt | nt | nt
Cc1ccccc1Cn1cnc2c(oc3ccccc32)c1=O | 26% | 1%&-8% | -22% | 6% | 14 | 41
Cc1ccc(OCc2nnc(SCC(=O)Nc3cc(C)on3)n2C)cc1 | nt | -3% | 6% | 3% | -6 | -10
Cc1ccc(S(=O)(=O)NC(C(=O)Oc2cc3oc(=O)cc(C)c3cc2Cl)C(C)C)cc1 (configuration not stated) | -25% | -13% | -5% | -5% | -6 | -9
CCCc1cc(=O)oc2c(CN3CCN(C)CC3)c(O)ccc12 | -2% | 1% | 1% | 2% | -1 | -4
CC(C)(C)CC(=O)NC(=S)NCc1ccco1 | -5% | 2% | -5% | -3% | -5 | -10
Cn1c(SCC(=O)Nc2ccc3c(c2)OCCO3)nnc1C1CC1 | ? | -4% | 11% | 5% | 1 | -3
Cc1onc(-c2ccccc2)c1C(=O)NCCc1ccc(S(N)(=O)=O)cc1 | -2% | 35% | -17% | 2% | 5 | -13
Cc1cccc(CS(=O)(=O)Cc2ccc(C(=O)NCc3cccnc3)o2)c1 | 1.9µM* | ? | -2% | 10% | 1 | 10
Cc1ccc(NC(=O)C(=O)c2cn(CC(=O)N3CCCCC3)c3ccccc23)cc1 | ? | 1% | 49%[activator] | -1% | 7 | 32
O=C(NCCSc1ncc(-c2ccc(F)cc2)[nH]1)c1ccco1 | -4% | 2% | -11% | nt | nt | nt
O=C(CSc1nc2ccccc2n1-c1ccccc1)NCC1CCCO1 (configuration not stated) | ? | 29% | ? | 0% | -5 | -14
CCN1CCN(C(=O)COc2ccc(S(=O)(=O)Nc3ccc(Cl)cc3)cc2)CC1 | ? | 0% | -4% | 6% | -3 | -3
CC(C)=CC(=O)OCC(=O)NC1CCCc2ccccc21 (configuration not stated) | -15% | 0% | -7% | 0% | 11 | 18
NS(=O)(=O)c1ccc(NC(=S)Nc2cc(Cl)c(Cl)cc2Cl)cc1 | 33% | 32µM* | -7% | -4% | 4 | -5
O=c1ccc(-c2nc3cc(Cl)ccc3n2Cc2ccccc2)c[nH]1 | 9.3µM* | 10% | ? | 1% | -4 | 1
COc1ccc(NC(=O)C(C)SCc2ccccc2)cc1 (configuration not stated) | ? | 10% | 33% | -4% | 23 | 40
CCN1CC2=C(OC(N)=C(C#N)C2c2ccccc2)/C(=C\c2ccccc2)C1 (configuration not stated) | nt | ? | 10µM* | ? | 4 | -8
COc1ccc(Cl)cc1NC(=O)CNc1ccccc1F | -28% | 5% | -15% | -1% | 5 | -12
CCOc1ccc(CN(CC)C(=O)Cc2c[nH]c3ccccc23)cc1OC | ? | -18% | ? | 4% | -1 | -7
N#Cc1ccccc1NC(=O)Nc1ccc(Cl)cc1 | 19% | 2% | 53%[activator] | 9% | 8 | 31
CCN(CC(=O)Nc1c(F)cccc1F)C(=O)C1Cc2ccccc2CN1S(=O)(=O)CC (configuration not stated) | 3% | -3% | 0% | nt | nt | nt
COc1ccc(S(=O)(=O)NCc2ccc(C(=O)NCc3cccnc3)cc2)cc1 | ? | 9% | -5% | 2% | 11 | -14
Cc1ccc(C)c(CN2C(=O)C3CCCN3c3ccc(C#N)cc32)c1 (configuration not stated) | 9.3µM* | ? | ? | 3% | -1 | -19
CC(Cl)C(=O)Nc1ccccc1C#N (configuration not stated) | 16% | -6% | 1% | -2% | -3 | -4

An excerpt from above with just Shiga inhibitor, Cycloheximide cs and Pf growth 48h.
| molecule | Shiga inhibitor | Cycloheximide cs | Pf growth 48h |
| --- | --- | --- | --- |
| CC(C)=CC(=O)OCC(=O)NC1CCCc2ccccc21 (configuration not stated) | 18 | 11 | -7% |
| COc1ccc(Cl)cc1NC(=O)CNc1ccccc1F | -12 | 5 | -15% |

Going on with the list:
Structure | Pf growth 96h | Sm TGR inh | Pf growth 48h | Giardia FBPA inh | Cycloheximide cs | Shiga inhibitor
COc1ccc(NC(C)=O)cc1NC(C)C(=O)Nc1cc(C(F)(F)F)ccc1N1CCOCC1 (configuration not stated) | ? | -8% | 3.7µM* | -4% | -2 | -14
c1ccc(-c2cc3c(NCC4COc5ccccc5O4)ncnc3s2)cc1 (configuration not stated) | 10µM* | -2% | ? | 1% | 10 | 32
CC(C)(C)N(Cc1cc2ccccc2[nH]c1=O)C(=O)c1cccc([N+](=O)[O-])c1 | -10% | -1% | -2% | 3% | 1 | -12
Cc1nnc(-c2cccc(Br)c2)c2cn(-c3ccccc3Cl)nc12 | ? | 0% | ? | 2% | -3 | -5
CCOC(=O)c1[nH]c(C)c(C(=O)OCCN2C(=O)c3ccccc3C2=O)c1C | 73%[activator] | 1% | 6% | 6% | 4 | 7
O=C(NC1CCS(=O)(=O)C1)C1CCCN(S(=O)(=O)c2ccc(Cl)cc2)C1 (configuration not stated) | -17% | 1% | -16% | -4% | 1 | -7
Cc1ccc(N(CC(O)CN2CCCC2)S(=O)(=O)c2ccc(C)cc2)cc1 (configuration not stated) | nt | -19% | ? | -9% | -5 | -24
CCc1ccc(NC(=O)Cc2ccc(-n3cccc3)cc2)cc1 | 2.1µM* | 2% | 20% | -1% | -6 | -2
Cc1cccc(/C=C2\Sc3ccc(C(=O)NCC4CCCO4)cc3N(C)C2=O)c1 (configuration not stated) | ? | -3% | ? | nt | -4 | -4
Cc1nc(-c2ccc(Cl)cc2)sc1C(=O)NNC(=O)C(C)C | 38%[activator] | -3% | 21% | 3% | 8 | -10
O=C(Nc1ccccc1Cl)O/N=C(/c1ccccc1)c1ccccn1 | ? | -15% | ? | 16µM* | -2 | -14
O=C(NCc1ccc(Cl)cc1)N1CCOCC1 | 5% | 5% | 22% | 22% | 1 | -5
COC(=O)c1cc([N+](=O)[O-])c(-n2ccnc2)c([N+](=O)[O-])c1 | ? | ? | -29% | -13% | -4 | -2
Cc1ccc(S(=O)(=O)N(C)c2ccc(OC(=O)c3ccc(N4CCCC4=O)cc3)cc2)cc1 | -18% | -16% | 38%[activator] | -2% | 2 | -4
O=C(Nc1ccc2nsnc2c1)C1CC1 | 22% | 6% | 69%[activator] | -30% | 12 | 15
CCC(C)NC(=O)c1nn(C)c(=O)c2ccccc12 (configuration not stated) | 15% | 3% | 56%[activator] | 4% | -3 | -3
Oc1[nH]c2ccccc2c1N=Nc1cccc(Cl)c1 | ? | 6% | 97%[activator] | -6% | 28* | 34*
NC(=O)CSc1nnc(-c2ccc(S(=O)(=O)N3CCOCC3)cc2)n1CC1CCCO1 (configuration not stated) | 1% | 5% | -1% | 2% | -2 | 21
NNC(=O)c1ccncc1 | -12% | 0% | -22% | -4% | -1 | -1
COc1cc(/C=N/n2c(-c3cc(C)[nH]n3)n[nH]c2=S)cc(OC)c1O | -9% | -3% | -7% | ? | -1 | -3
Cc1ccc2c(c1)N(C(=O)CCC(=O)N1CCN(c3cccc(C)c3C)CC1)CCO2 | 48%[activator] | 15% | ? | 3% | -2 | 6
Cc1ccc(NC(=O)Cn2nc(C(=O)Nc3ccc(C)cc3)ccc2=O)cc1 | 13µM* | -14%&-3% | -16% | 5% | 15 | -3
CCOC(=O)CSc1nnc(-c2ccco2)n1C | -15% | -16% | 7% | -4% | -2 | -2
COc1ccc(NC(=S)NNC(=O)c2nnn(-c3ccccc3)c2C)cc1 | -6% | 2% | 9% | 23% | -1 | 17
CCOc1ccccc1NC(=O)c1cc(CC(C)C)oc1C | -10% | -29% | 10µM* | -1% | 2 | 9

Filtered by structure: the entries above containing an aryl methoxy group (7)
Structure | Pf growth 96h | Sm TGR inh | Pf growth 48h | Giardia FBPA inh | Cycloheximide cs | Shiga inhibitor
COc1ccc(NC(=O)C(C)SCc2ccccc2)cc1 (configuration not stated) | ? | 10% | 33% | -4% | 23 | 40
COc1ccc(Cl)cc1NC(=O)CNc1ccccc1F | -28% | 5% | -15% | -1% | 5 | -12
CCOc1ccc(CN(CC)C(=O)Cc2c[nH]c3ccccc23)cc1OC | ? | -18% | ? | 4% | -1 | -7
COc1ccc(S(=O)(=O)NCc2ccc(C(=O)NCc3cccnc3)cc2)cc1 | ? | 9% | -5% | 2% | 11 | -14
COc1ccc(NC(C)=O)cc1NC(C)C(=O)Nc1cc(C(F)(F)F)ccc1N1CCOCC1 (configuration not stated) | ? | -8% | 3.7µM* | -4% | -2 | -14
COc1cc(/C=N/n2c(-c3cc(C)[nH]n3)n[nH]c2=S)cc(OC)c1O | -9% | -3% | -7% | ? | -1 | -3
COc1ccc(NC(=S)NNC(=O)c2nnn(-c3ccccc3)c2C)cc1 | -6% | 2% | 9% | 23% | -1 | 17

The listing picks up, repeating the two entries before the break.
Structure | Pf growth 96h | Sm TGR inh | Pf growth 48h | Giardia FBPA inh | Cycloheximide cs | Shiga inhibitor
COc1ccc(NC(=S)NNC(=O)c2nnn(-c3ccccc3)c2C)cc1 | -6% | 2% | 9% | 23% | -1 | 17
CCOc1ccccc1NC(=O)c1cc(CC(C)C)oc1C | -10% | -29% | 10µM* | -1% | 2 | 9
O=C(OCc1ccccc1)c1ccc2c(c1)-c1ccccc1C2=O | ? | 17% | 9.3µM* | -8% | 16* | 27*
CCCC(c1nnnn1Cc1ccco1)N1CCC(C(N)=O)CC1 (configuration not stated) | -14% | 0% | 13% | 1% | -3 | 50
CC(C)N(Cc1ccccc1)C(=S)NCc1ccccc1 | ? | -7% | ? | -1% | -4 | 3
O=C1CC(NS(=O)(=O)c2ccc([N+](=O)[O-])cc2)CN1c1cccc(F)c1 (configuration not stated) | 6% | -15% | ? | nt | nt | nt
COc1ccccc1CNC(=O)C(NS(=O)(=O)c1ccc2c(c1)OCCO2)C(C)C (configuration not stated) | -14% | -5% | -11% | 3% | -3 | 23
COc1cc(/C=C(\C#N)C(=O)Nc2cccc(C(=O)O)c2)ccc1OCc1ccc(F)cc1 | 26% | 3% | -3% | -20% | 25* | 61*
CCOC(=O)C1CCN(C(=O)c2sc3ncnc(N4CCC(C)CC4)c3c2C)CC1 | ? | -8% | ? | -7% | -1 | 14
O=C(c1cc(Br)c(Br)s1)N1CCOCC1 | 26% | -3% | 4% | nt | nt | nt
CC(OC(=O)C1CCN(S(=O)(=O)c2ccccc2)CC1)C(=O)Nc1ncc(Cl)cc1Cl (configuration not stated) | nt | 0% | 5% | 1% | 0 | -4
Oc1ccc(/C=N/Nc2cccc3cccnc23)c(O)c1 | 53%[activator] | -6% | 55%[activator] | -15% | 59* | 102*
COc1cc(-c2nnc(SCC#CCO)o2)cc(OC)c1OC | ? | -4%[11.4 µM] | nt | 0% | -5 | -21
CC(=O)Nc1ccc(S(=O)(=O)C(C#N)c2nc3ccccc3nc2NCCCO)cc1 (configuration not stated) | ? | 2% | -7% | 10% | 1 | -1
COc1ccc(NC(=O)CCn2cc(C)c3ccccc32)cc1 | -10% | 12% | -3% | -4% | 48* | 56*
CCc1ccc(-n2c(SCC(=O)NC3CCS(=O)(=O)C3)nc3ccccc3c2=O)cc1 (configuration not stated) | ? | 3% | -19% | nt | nt | nt
O=c1[nH][nH]c(-c2ccccc2)c1C=Nc1ccc(Cl)cc1 | 125%[activator] | 2% | 51%[activator] | -4% | -2 | -16
COc1ccc(NC(=O)COC(=O)c2c(-c3ccccc3)noc2C)cc1 | 10µM* | -36% | ? | 3% | -3 | -9
Cc1cccc(NC(=O)CSc2nc3nc(C)cc(C)c3c(=O)[nH]2)c1 | 71%[activator] | -25% | ? | nt | 0 | -13
COC(=O)c1cc(NC(=O)c2cccc([N+](=O)[O-])c2C)ccc1Cl | 3% | 7% | 0% | -4% | 4 | 19
O=C(CN1C(=O)C(=O)N(C2CCCC2)C1=O)Nc1ccc(F)cc1F | -1% | -15% | -24% | nt | nt | nt

Source: PubChem (National Center for Advancing Translational Sciences (NCATS))
